ATXN2 expr inh = reduces ATXN2 reporter expression in HEK-293 cells | HEK-293 ATXN2-luciferase reporter, luminescence, 24 h | Potency, µM (doses to about 57 µM), for the others: at the top dose activity change, negative = inhibition, hits mostly inhibitors | 360,000 tested, 0.72% active; further: potency means the concentration at half of the fitted maximal effect; on the % scale 0 is the no-effect control and ±100 the full control effect; nearly all actives have a fitted effect of over 55% in size
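qHTS (up to 57 uM final) was run with 24 h compound exposure of reporter cells at 37 °C. Each well was multiplexed: SteadyGlo luminescence measured ATXN2-luciferase expression after a fluorogenic Gly-Phe-AFC viability readout (25 uM final).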
HT1080 IDH1KD tx = HT-1080 IDH1 knockdown cell toxicity (counter line) | HT-1080 IDH1 knockdown viability, ATP luminescence, 48 h | 360,000 tested, 2% active | Potency, µM (highest dose often 46.1 µM), inactives show at the top dose activity, negative = toxicity, hits mostly cytotoxic;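 further: potency means the concentration at half of the fitted maximal effect; 0% = DMSO wells and -100% = cell-free medium wells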
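After a 2 h attachment period, IDH1KD HT-1080 cells took pin-transferred compound for 48 h at 37 °C; ATP-based luminescence after 10 min room-temperature reagent incubation reported viability.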
HT1080NT lethal = kills 2HG-producing HT-1080-NT fibrosarcoma cells. HT-1080-NT fibrosarcoma viability, CellTiter-Glo ATP luminescence, 48 h. Potency, µM (doses to about 46.1 µM), inactives show top-dose activity, negative = less viability, most hits filed as cytotoxic. 360,000 tested, 1.6% active;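 further: NT is the 2HG producing partner of a matched IDH1 knockdown line; potency means the concentration at half of the fitted maximal effect; 0% = DMSO-treated cells and -100% = media-only wells without cells; nearly all actives have a fitted effect of over 55% in size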
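Read-out is CellTiter-Glo luminescence after 10 minutes at room temperature, following 48 hours' compound treatment of HT-1080-NT cells (750 cells/well, RPMI, 5% FBS, 37 degrees C).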
WRN helicase inh = inhibitors of human WRN helicase | Q14191 | WRN helicase unwinding, fluorescent forked duplex, kinetic | Potency, µM (top dose mostly 114 µM), without a hit: at the top dose activity change, negative = inhibition, usual class: inhibitors | 360,000 tested, 0.46% active | AID 651768; further: potency means the concentration at half of the fitted maximal effect; on the % scale 0 is the no-effect control and ±100 the full control effect; nearly all actives have a fitted effect of over 55% in size
Target sequence (Q14191 whole entry, looked up): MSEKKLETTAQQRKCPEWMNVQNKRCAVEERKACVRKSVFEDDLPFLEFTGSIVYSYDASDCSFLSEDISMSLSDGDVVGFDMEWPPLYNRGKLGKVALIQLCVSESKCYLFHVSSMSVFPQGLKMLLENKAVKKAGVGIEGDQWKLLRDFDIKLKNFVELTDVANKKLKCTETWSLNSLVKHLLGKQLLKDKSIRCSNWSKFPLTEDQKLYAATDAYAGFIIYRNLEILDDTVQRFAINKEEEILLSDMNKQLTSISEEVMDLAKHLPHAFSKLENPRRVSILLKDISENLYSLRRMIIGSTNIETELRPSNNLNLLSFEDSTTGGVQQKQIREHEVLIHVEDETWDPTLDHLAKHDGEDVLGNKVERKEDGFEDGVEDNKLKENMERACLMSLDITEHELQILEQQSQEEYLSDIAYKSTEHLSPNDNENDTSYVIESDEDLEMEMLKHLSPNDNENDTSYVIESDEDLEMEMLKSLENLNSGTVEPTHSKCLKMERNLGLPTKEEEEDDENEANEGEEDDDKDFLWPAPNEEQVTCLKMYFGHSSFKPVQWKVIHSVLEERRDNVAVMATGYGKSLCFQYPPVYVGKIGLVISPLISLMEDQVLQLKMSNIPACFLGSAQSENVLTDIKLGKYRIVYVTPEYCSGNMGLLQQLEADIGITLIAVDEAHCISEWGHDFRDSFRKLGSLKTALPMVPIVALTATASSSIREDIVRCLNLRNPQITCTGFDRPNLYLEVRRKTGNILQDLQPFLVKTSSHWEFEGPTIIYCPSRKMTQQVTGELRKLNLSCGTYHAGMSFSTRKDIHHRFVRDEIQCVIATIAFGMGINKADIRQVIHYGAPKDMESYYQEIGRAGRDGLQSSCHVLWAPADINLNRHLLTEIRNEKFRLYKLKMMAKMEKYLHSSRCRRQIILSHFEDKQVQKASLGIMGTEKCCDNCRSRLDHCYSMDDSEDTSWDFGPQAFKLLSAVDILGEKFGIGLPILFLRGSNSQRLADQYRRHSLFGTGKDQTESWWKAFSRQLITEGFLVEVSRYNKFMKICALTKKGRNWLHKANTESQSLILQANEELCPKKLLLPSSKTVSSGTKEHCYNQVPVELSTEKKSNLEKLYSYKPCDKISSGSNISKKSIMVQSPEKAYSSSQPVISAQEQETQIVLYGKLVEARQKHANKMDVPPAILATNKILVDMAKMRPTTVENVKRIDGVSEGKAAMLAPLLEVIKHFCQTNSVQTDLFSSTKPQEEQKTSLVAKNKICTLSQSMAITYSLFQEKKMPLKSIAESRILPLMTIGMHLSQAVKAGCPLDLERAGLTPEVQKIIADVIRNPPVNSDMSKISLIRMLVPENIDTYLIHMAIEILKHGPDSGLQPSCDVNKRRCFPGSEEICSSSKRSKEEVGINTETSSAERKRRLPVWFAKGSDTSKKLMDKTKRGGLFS
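WRN at 20 nM final was preincubated with compound for 15 min at room temperature; reaction started with 100 nM forked duplex oligonucleotide carrying fluorophore and quencher plus 2 mM ATP (final). Unwinding followed kinetically by red fluorescence (ex 525/em 598 nm).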
KB-V1 MDR tox = kills drug-selected multidrug resistant KB-V1 cells; KB-V1 MDR cells viability, CellTiter-Glo, 72 h; Potency, µM (titrated, usually from 46.1 µM), without a hit: top-dose activity change, negative = cytotoxicity, usual class: cytotoxic; 400,000 tested, 3.4% active; further: potency means the concentration at half of the fitted maximal effect; on the % scale 0 is the no-effect control and ±100 the full control effect; nearly all actives have a fitted effect of over 60% in size
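Luminescent ATP read-out (CellTiter-Glo, 10 min) measures survival of drug-selected KB-V1 MDR cells after 72 h, 37 degrees C compound exposure. Medium: phenol-red-free DMEM, 10% FBS. Values from fitted concentration-response curves.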
MCF10A rereplic = DNA re-replication induction in MCF 10a cells; Potency, µM (series often up to 46.1 µM), inactives show top-dose activity, positive = re-replication, most hits filed as activators; MCF 10A DNA re-replication, Hoechst nuclear intensity, 48 h; 350,000 tested, 2.9% active; further: potency means the concentration at half of the fitted maximal effect; % of control where 0% means no effect; nearly all actives have a fitted effect of over 50% in size
KB-3-1 cytotox = KB-3-1 parental cell cytotoxicity; KB-3-1 viability, CellTiter-Glo ATP luminescence, 72 h; Potency, µM (doses to about 46.1 µM), for the others: at the top dose activity change, negative = cytotoxic, hits mostly cytotoxic; 400,000 tested, 1.4% active; AID 1347075; further: potency means the concentration at half of the fitted maximal effect; on the % scale 0 is the no-effect control and ±100 the full control effect; nearly all actives have a fitted effect of over 60% in size
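72 h, 37 °C compound treatment of KB-3-1 parental cells; CellTiter-Glo added, 10 min, luminescence read. Data corrected against DMSO-only plates and normalized before curve fitting.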
SW480 rereplic = induces DNA re-replication in SW480 colon adenocarcinoma cells; 340,000 tested, 1.8% active; SW480 DNA re-replication, Hoechst DNA content imaging, 48 h; Potency, µM (titrated, usually from 46.1 µM), for the others: at the top dose re-replication activation, actives largely listed as activators; further: potency means the concentration at half of the fitted maximal effect; % of control where 0% means no effect; nearly all actives have a fitted effect of over 55% in size
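Image-based read-out: total Hoechst fluorescence of nuclei (405 nm excitation, 500-530 nm emission), with hits raising the fraction of high-intensity nuclei. SW480 colon cells incubated 48 hr with compounds at 37 C.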
IL1B secr inh = inhibitors of inflammasome signaling (IL-1 beta secretion); 360,000 tested, 4.7% active; activity change, % at 57.5 µM; THP-1 LPS/ATP IL-1B secretion, AlphaLISA, 16 h; active compounds read low; in the data active means activity change below about -50%; inconclusive means mostly about -30% to -49%; further: on the % scale 0 is the no-effect control and ±100 the full control effect
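THP-1 cells pretreated 1 hr with compounds (up to 57.5 uM final), then stimulated with LPS (250 ng/mL final) plus ATP (1.25 mM final); secreted IL-1B measured by AlphaLISA after 16 hr, decreased signal indicating inhibition.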
* marks the source's active call; other numbers are inactive results; ? = inconclusive; / = not tested or not shown; [ ] = remark or other dose. Unless noted, the call rests on the fitted dose curve; in most records, active means well fitted curve in the direction sought with a large enough effect; inconclusive means small, poorly fitted or top-dose-only effect, or another doubt; inactive means no such curve, though single readings can be large; an effect the other way counts as inactive or inconclusive.

Letters: A = ATXN2 expr inh; B = HT1080 IDH1KD tx; C = HT1080NT lethal; D = WRN helicase inh; E = KB-V1 MDR tox; F = MCF10A rereplic; G = KB-3-1 cytotox; H = SW480 rereplic; I = IL1B secr inh
#1 O=c1c(-c2c(O)cc(O)c3c(=O)cc(-c4ccc(O)cc4)oc23)c(-c2ccc(O)cc2)oc2cc(O)cc(O)c12
  A: -5%	B: -3%	C: 0%	D: 56µM*	E: 2%	F: ?	G: 0%	H: 2%	I: -15

#2 Cc1ccccc1CN(CC1CCC(C(=O)O)CC1)C(=S)Nc1ccccc1F (configuration not stated)
  A: -2%	B: 0%	C: 1%	D: -12%	E: 0%	F: 1%	G: -3%	H: -14%	I: 19

#3 O=S(=O)(Nc1ccc(O)c(Sc2nc3ccccc3s2)c1)c1ccc(F)cc1
  A: -15%	B: ?	C: -25%	D: -31%[57.1 µM]	E: -13%	F: ?	G: 0%	H: -2%	I: -7

#4 COc1ccc(NC(=O)c2cc3c(=O)n4ccccc4nc3n2C)c(OC)c1
  A: 5%	B: 17%	C: 27%	D: 0%[57.1 µM]	E: -3%	F: ?	G: 1%	H: ?	I: -27

#5 O=C(Cn1nc(-c2ccccc2)ccc1=O)NCc1ccc(F)cc1
  A: 13%	B: -3%	C: -2%	D: -6%	E: -10%	F: ?	G: 5%	H: 104%	I: -8

#6 COc1ccc(-n2cccc2C=O)cc1OC
  A: 1%	B: 2%	C: 0%	D: 3%	E: -17%	F: 3%	G: 3%	H: -23%	I: 3

#7 O=C(CCN1C(=O)c2ccccc2C1=O)NC(=S)Nc1ccccc1Cl
  A: /	B: 11%	C: 16%	D: -12%	E: 2%	F: -48%[inhibitor]	G: 0%	H: 10%	I: -14

#8 Cc1ccc(OCCCC(=O)NC2CCCCC2)cc1
  A: -6%	B: -3%	C: -4%	D: -14%	E: 0%	F: -5%	G: -5%	H: -96%[inhibitor]	I: -15

#9 O=C(N/N=C/c1ccc(OC(=O)c2ccccc2)c([N+](=O)[O-])c1)c1ccc(O)cc1
  A: 1%	B: -9%	C: -1%	D: -8%	E: -19%	F: 8%	G: -5%	H: -6%	I: 48

#10 CC(=O)c1c(O)c(C)c(O)c2c1OC1=Cc3c(c(C)nn3-c3ccccc3)C(=O)C12C (configuration not stated)
  A: /	B: 1%	C: -3%	D: 2%	E: -13%	F: /	G: -25%	H: /	I: 36

WRN helicase inh, entries above that show a hit.
item	Structure	WRN helicase inh	SW480 rereplic	IL1B secr inh
1	O=c1c(-c2c(O)cc(O)c3c(=O)cc(-c4ccc(O)cc4)oc23)c(-c2ccc(O)cc2)oc2cc(O)cc(O)c12	56µM*	2%	-15

Just KB-V1 MDR tox (2 entries from above):
nr	SMILES	KB-V1 MDR tox
6	COc1ccc(-n2cccc2C=O)cc1OC	-17%
7	O=C(CCN1C(=O)c2ccccc2C1=O)NC(=S)Nc1ccccc1Cl	2%

The main list resumes; the three compounds before the break are reprinted first.
Letters: A = ATXN2 expr inh; B = HT1080 IDH1KD tx; C = HT1080NT lethal; D = WRN helicase inh; E = KB-V1 MDR tox; F = MCF10A rereplic; G = KB-3-1 cytotox; H = SW480 rereplic; I = IL1B secr inh
#8 Cc1ccc(OCCCC(=O)NC2CCCCC2)cc1
  A: -6%	B: -3%	C: -4%	D: -14%	E: 0%	F: -5%	G: -5%	H: -96%[inhibitor]	I: -15

#9 O=C(N/N=C/c1ccc(OC(=O)c2ccccc2)c([N+](=O)[O-])c1)c1ccc(O)cc1
  A: 1%	B: -9%	C: -1%	D: -8%	E: -19%	F: 8%	G: -5%	H: -6%	I: 48

#10 CC(=O)c1c(O)c(C)c(O)c2c1OC1=Cc3c(c(C)nn3-c3ccccc3)C(=O)C12C (configuration not stated)
  A: /	B: 1%	C: -3%	D: 2%	E: -13%	F: /	G: -25%	H: /	I: 36

#11 CCOc1ccccc1NS(=O)(=O)c1ccc(OC)c(OC)c1
  A: -3%	B: 0%	C: -9%	D: 0%	E: 26µM*	F: 16%	G: 0%	H: -24%	I: 6

#12 Cc1ccc(NC(=S)NNC(=O)c2nn(C)cc2Cl)cc1
  A: 1%	B: 4%	C: 11%	D: -15%	E: 1%	F: 1%	G: -1%	H: -12%	I: -10

#13 O=C(NCC1CCCO1)c1nn2c(C(F)(F)F)cc(-c3cccs3)nc2c1Br (configuration not stated)
  A: -28%	B: 1%	C: 12%	D: 2%	E: -9%	F: -2%	G: 19%	H: 1%	I: 17

#14 CCOC(=O)c1csc(NC(C)=O)n1
  A: 14%	B: 3%	C: 13%	D: -4%	E: ?	F: 0%	G: 11%	H: -3%	I: 11

#15 Cc1ccc(S(=O)(=O)NCc2cn3ccsc3n2)c(C)c1
  A: 5%	B: 15%	C: 8%	D: -5%	E: -18%	F: -5%	G: 0%	H: -2%	I: 4

#16 CCN(CC)C(=O)C1CCCN(Cc2ccc(OC)c(C)c2C)C1 (configuration not stated)
  A: -16%	B: 0%	C: -3%	D: 2%	E: 0%	F: 6%	G: -16%	H: -3%	I: 0

#17 COCCn1cc(C(=S)N2CCOCC2)c2ccccc21
  A: /	B: 1%	C: 9%	D: 4%	E: -4%	F: -2%	G: 8%	H: -20%	I: 24

#18 Cc1ccccc1-c1nc(CS(=O)(=O)CC(=O)Nc2cc(F)ccc2F)c(C)o1
  A: -24%	B: -11%	C: ?	D: -2%	E: 8%	F: -3%	G: -5%	H: -1%	I: 17

#19 Cc1cc(OC(C)C(=O)Nc2ccccc2C(=O)N2CCCC2)ccc1Cl (configuration not stated)
  A: -4%	B: -2%	C: -3%	D: -20%	E: -20%	F: 5%	G: -4%	H: 2%	I: 0

#20 Cc1cccc2c1cnn2C(=O)CCC(=O)N1CCC(C)CC1
  A: -6%	B: 12%	C: 21%	D: -1%	E: 26%	F: -1%	G: 1%	H: 14%	I: -19

#21 COc1cccc(N2CC(O)=C(c3nc4ccccc4c(=O)[nH]3)C2=N)c1
  A: 6%	B: ?	C: 1.3µM*	D: -7%	E: ?	F: -1%	G: 4.6µM*	H: -6%	I: 4

Assay outcomes as filed in PubChem.
